proKLK7 act = proKLK7 zymogen activators, primary screen, biochemical, fluorescence intensity | AID 652039, 2013 | Kallikrein-7 (Homo sapiens), P49862 | 370,000 tested, 0.9% active | activation, % at 7 µM | purified proKLK7, EDANS-DABCYL substrate fluorescence; 100% is mature enzyme control, 0% vehicle;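 active = activation above the mean of all tested compounds plus 3 SD, computed per campaign excluding outliers beyond control limits, cut at about 13% in these data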
SIAE inh = human SIAE inhibitors, primary screen, biochemical, fluorescence polarization, FP-Rh probe, 1536-well HTS; Sialate O-acetylesterase (Homo sapiens), Q9HAT2; SIAE FP-Rh probe binding; inhibition, % at 9.66 µM; 370,000 tested, 0.69% active; AID 1053197, 2014;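 active = inhibition above a cutoff: mean of compounds within the control limits plus 3 SD of those, cut at about 17% in these data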;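 note: 0% = plate median of compound wells and 100% = probe without SIAE protein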
Target sequence (Q9HAT2 whole entry, looked up): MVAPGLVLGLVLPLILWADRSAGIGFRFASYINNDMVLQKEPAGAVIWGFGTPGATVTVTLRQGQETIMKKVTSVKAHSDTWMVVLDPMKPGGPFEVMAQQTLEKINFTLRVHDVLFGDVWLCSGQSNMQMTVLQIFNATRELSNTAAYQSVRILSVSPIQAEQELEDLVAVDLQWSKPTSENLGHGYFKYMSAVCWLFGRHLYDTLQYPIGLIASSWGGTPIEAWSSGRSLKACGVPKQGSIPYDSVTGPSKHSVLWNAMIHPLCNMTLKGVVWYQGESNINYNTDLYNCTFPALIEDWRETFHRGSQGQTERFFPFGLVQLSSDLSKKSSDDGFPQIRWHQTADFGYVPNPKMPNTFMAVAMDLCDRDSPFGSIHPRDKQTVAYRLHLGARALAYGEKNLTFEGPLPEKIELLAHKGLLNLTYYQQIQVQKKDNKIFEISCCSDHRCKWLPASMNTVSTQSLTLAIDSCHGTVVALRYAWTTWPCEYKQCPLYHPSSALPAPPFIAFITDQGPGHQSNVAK
MBD2 inh = inhibitors of MBD2 binding to methylated DNA, primary screen, biochemical, TR-FRET, DNA-binding domain, human; MBD2 binding to methylated oligonucleotide; inhibition, % at 4.4 µM; 370,000 tested, 0.31% active; AID 686964, 2013; in the data active = inhibition above about 13%
Target sequence (Q9UBB5 whole entry, looked up, the tested form may be a part): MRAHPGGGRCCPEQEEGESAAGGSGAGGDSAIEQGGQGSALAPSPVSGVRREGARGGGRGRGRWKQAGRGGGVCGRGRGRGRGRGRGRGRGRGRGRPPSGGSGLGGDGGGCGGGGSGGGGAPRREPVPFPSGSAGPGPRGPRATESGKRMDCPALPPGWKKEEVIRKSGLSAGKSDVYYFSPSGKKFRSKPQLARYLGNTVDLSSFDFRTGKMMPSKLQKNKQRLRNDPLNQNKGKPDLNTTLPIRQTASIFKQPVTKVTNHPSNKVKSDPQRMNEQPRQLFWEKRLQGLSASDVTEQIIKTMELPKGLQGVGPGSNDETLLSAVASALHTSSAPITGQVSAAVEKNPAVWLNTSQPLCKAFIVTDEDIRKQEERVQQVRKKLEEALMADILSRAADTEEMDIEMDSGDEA
TDP2 inh = human TDP2 enzyme inhibitors, primary screen, biochemical, epi absorbance, recombinant enzyme | T5PNP hydrolysis, p-nitrophenol absorbance 415 nm | inhibition, % at 12.8 µM | 370,000 tested, 0.34% active;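 active = inhibition above the mean of all tested compounds plus 3 SD, set per campaign, cut at about 25% in these data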;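 note: 0% = DMSO with enzyme and 100% = buffer with substrate but no TDP2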
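Incubation: 2 h at 37 °C; Test system: recombinant human TDP2; Quantity: enzyme 120 nM; Read-out basis: percent inhibition; Medium: 50 mM Tris-HCl pH 7.5 with Mg2+, KCl, DTT, BSA; Repeats: single replicate; Compound: 12.8 µM single point, 1% DMSO; Signal: epi absorbance; Reagent: 5 mM T5PNP chromogenic substrate; Benchmarks: no-enzyme high, DMSO-plus-enzyme low.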
Tn6 DDE FP = inhibitors of Tn6 peptide binding to fibrin DD(E), primary screen, biochemical, fluorescence polarization, human fibrin, Tn6 probe; Fibrinogen beta chain (Homo sapiens), P02675; 370,000 tested, 0.21% active; AID 720509, 2013; inhibition, % at 8.3 µM; Fibrin DD(E) TRITC-Tn6 fluorescence polarization displacement;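 active = inhibition above a per-campaign cutoff: mean of compounds within control limits plus 3 SD, cut at about 15% in these data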;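 note: 0% = median of all compound wells on the plate and 100% = blocking peptide control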
TCR CD3 inh = inhibitors of human TCR-CD3 interaction, primary screen, biochemical, fluorescence, TAMRA-labeled TCR probe; T-cell receptor (TCR); inhibition, % at 9.4 µM; 360,000 tested, 0.37% active; in the data active = inhibition above about 19%;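 note: recombinant mutant TCR 2C K166C tagged with TAMRA read by polarization; 0% = receptor in buffer alone and 100% = receptor with positive control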
UHRF1 MBD2 ctr = UHRF1 methylated DNA binding inhibitors, primary screen, counter-screen for MBD2 inhibitor project, biochemical, TR-FRET, human UHRF1, single concentration; inhibition, % at 4.4 µM; 370,000 tested, 0.75% active; E3 ubiquitin-protein ligase UHRF1 (Homo sapiens), Q96T88; UHRF1 binding to methylated oligo; AID 687016, 2013; in the data active = inhibition above about 21%;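 note: UHRF1 SRA domain binding a hemimethylated CpG hairpin DNA probe; 0% = median of test compound wells and 100% = reference inhibitor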
LEDGF integ inh = blockers of LEDGF/p75-dependent integrase strand transfer – biochemical, TR-FRET, high throughput, primary screen | 370,000 tested, 0.64% active | HIV-1 integrase (with human LEDGF/p75) | AID 743269, 2014 | inhibition, % at 3.7 µM | TR-FRET IN-LEDGF/p75 DNA integration, Eu/Cy5;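 active = inhibition above the screen-wide mean plus 3 SD, cut at about 13% in these data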;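 note: signal is the Cy5 over europium emission ratio at 671 and 618 nm; 0% = plate median of compound wells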
PRMT1 FP inh = PRMT1 methyltransferase inhibitors, primary screen, biochemical, fluorescence polarization | Protein arginine N-methyltransferase 1 (Homo sapiens), Q99873 | recombinant PRMT1, activity-based probe fluorescence polarization | inhibition, % at 2.79 µM | 370,000 tested, 1.3% active;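 active = inhibition above about 21% made by adding two undisclosed values, limit read from the data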
DDE Tn7 FP inh = inhibitors of Tn7 peptide binding to fibrin DD(E), primary screen, biochemical, fluorescence polarization, human fibrin, Tn7 probe | 370,000 tested, 0.13% active | AID 720508, 2013 | FP displacement of FITC-Tn7 peptide from fibrin DD(E); 0% = median of compound wells per plate | inhibition, % at 8.3 µM | Fibrinogen beta chain (Homo sapiens), P02675;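 active = inhibition above the mean of compounds falling within the control limits plus 3 SD of them, cut at about 14% in these data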;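 note: 0% = plate median of compound wells and 100% = 10 µM Aha-Tn7 peptide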
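Test system: human clot-derived fibrin DD(E) complex / Quantity: 2 µM final DD(E) protein / Incubation: 10 min plus 3 h, room temperature / Measured by: fluorescence polarization / Benchmarks: high control of 10 µM Aha-Tn7 peptide / Replicates: singlicate testing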
* hit, by the source's call; . = no result given.

Results follow in this order: SIAE inh, TDP2 inh, UHRF1 MBD2 ctr, DDE Tn7 FP inh, LEDGF integ inh, Tn6 DDE FP, proKLK7 act, PRMT1 FP inh, TCR CD3 inh, MBD2 inh
COC(=O)c1scc(S(=O)(=O)c2ccccc2)c1N
 : -4, 8, 1, 0, -4, 6, 0.2, -3, 3, -7
CCOc1ccc(N(CC(=O)Nc2nccs2)S(=O)(=O)c2c(C)[nH]c(=O)[nH]c2=O)cc1
 : 0, 3, 3, -1, 1, 0, -0.1, 0, -3, -1
O=C(NCc1ccc(/C=N\NC(=O)C(=O)Nc2ccccc2Br)o1)C(=O)Nc1ccccc1
 : 4, 13, -4, -3, -1, -7, -0.1, -1, 8, 2
CCCCn1c(N)c(N(CC(C)C)C(=O)C2CC(=O)N(c3ccccc3C(C)CC)C2)c(=O)[nH]c1=O (centres undefined)
 : -2, 4, 4, -5, 0, 3, 0.6, -1, 1, 2
CCc1c(C)nc2cc(-c3cc(OC)cc(OC)c3)nn2c1N1CCN(CCN2CCOCC2)CC1
 : -5, -6, 1, -6, 0, -8, -2.4, 2, -4, 1
CC(CN1CCOCC1)OC(=O)c1ccccc1Br (centres undefined)
 : -6, -12, 4, -1, -2, 1, -0.4, 4, -8, 2
O=C(Nc1ccc(NC(=O)c2ccco2)nc1)c1ccco1
 : -4, -9, 4, -9, 2, 3, -0.2, -2, -5, 1
COC(=O)C1CN(Cc2ccc(C)cc2)CCS(=O)(=O)N1Cc1cn(Cc2ccc(OC)cc2)nn1 (centres undefined)
 : 5, -5, 11, 2, 3, 1, 0.1, -1, ., -4
COc1cccc(OCC(O)CN(CCO)Cc2ccccc2)c1 (centres undefined)
 : 0, 5, -1, -4, -2, -6, -0.4, 1, -2, -3
CCC(C)C(NC(=O)c1ccccc1NC(=O)c1ccccc1)C(=O)O (centres undefined)
 : -6, -7, -1, 0, 3, -2, -0.1, -4, 4, 2
CCS(=O)(=O)N1Cc2ccccc2CC1C(=O)Nc1cc(S(C)(=O)=O)ccc1Cl (centres undefined)
 : -3, 17, -4, -8, 3, -4, -0.2, -2, -2, -3
COc1cc(/C=C2/SC(=O)NC2=O)ccc1Oc1ccc([N+](=O)[O-])cc1[N+](=O)[O-]
 : -8, 13, -4, 3, 2, 4, 0.6, 0, -4, 0
O=C(OCC(=O)N1CCCCC1)c1c[nH]c2ccccc12
 : 3, -17, 0, 6, 6, -6, 0.8, -5, 6, -6
O=C(Cc1ccc(F)cc1)N/N=C/c1ccncc1
 : 4, -7, -1, -4, -1, -7, -0.9, 1, 4, 1
CCOc1ccc(NC(=O)Nc2cc(C(=O)O)ccc2N2CC3CC(C2)c2cccc(=O)n2C3)cc1 (centres undefined)
 : 2, 8, -1, 3, 0, -1, 0.9, 2, 9, 2
COc1cc2oc(=O)c(Br)c(C)c2c(OC)c1OC
 : 0, 0, -1, -7, 0, -3, -0.6, -1, 7, 2
CCOC(=O)Cc1csc(NC(=O)c2sc3nc4c(C)cc(C)cc4cc3c2N)n1
 : 0, 0, -4, -7, -3, 9, 8.6, 7, -8, 0
COc1ccc(-c2ccccc2NC(=O)C2CCCN(Cc3ccc(C)o3)C2)cc1 (centres undefined)
 : 5, -4, 1, 2, -1, 3, 0.2, 5, 3, 4
Cc1cccc(OCC(=O)NCC(=O)N/N=C/c2ccc([N+](=O)[O-])cc2)c1
 : -3, 14, -5, 3, 0, 3, -0.5, -2, -3, 1
Cc1cc2c(cc(C(=O)O)n2C)s1
 : 1, 1, 2, 4, -2, -5, 0.6, 1, -1, 0

Results follow in this order: SIAE inh, TDP2 inh, UHRF1 MBD2 ctr, DDE Tn7 FP inh, LEDGF integ inh, Tn6 DDE FP, proKLK7 act, PRMT1 FP inh, TCR CD3 inh, MBD2 inh
COc1ccc(NC(=O)C(CC(C)C)NS(=O)(=O)c2ccc3c(c2)CCN3C(C)=O)cc1OC (centres undefined)
 : -4, 1, 0, -10, -4, -9, -0.2, -2, -1, 3
C=CCN1C=C2C(=O)C(C)(OC(=O)c3cnc4ccccc4n3)C(=O)C=C2C=C1/C=C/COC (centres undefined)
 : 7, -4, 5, 3, 25*, 1, 0.0, 18, 1, -1
Cc1ccn2c(=O)c(C(=O)NC3CCCCC3C)c(O)nc2c1 (centres undefined)
 : 10, -17, 1, 4, -4, -4, -3.7, 0, -1, -3
COc1ccccc1CC(NC(C)=O)C(=O)NC1CCN(C(=O)c2cccc(Cl)c2)CC1 (centres undefined)
 : 11, 0, -2, 0, -4, -1, -0.2, -1, 1, 3
Cc1ccc(NC(=S)Nc2cccc(S(=O)(=O)Nc3c(C)n(C)n(-c4ccccc4)c3=O)c2)cc1
 : -1, 6, 1, -1, 4, 0, -0.4, 0, 3, -6
CCOC(=O)C1=C(C)NC2=C(C(=O)C(C(=O)OCC)C(c3ccco3)C2)C1c1ccccn1 (centres undefined)
 : 14, 5, -2, 7, -1, -6, 7.8, 0, 6, 0
COc1cc2c(c(OC)c1OC)CC(c1ccccc1)=C(c1ccccc1)CC2NC(=O)C(F)(F)F (centres undefined)
 : 3, 9, 1, -11, 2, -2, 0.0, 2, -10, 4
CC(C(=O)NC1CCCC1)N(C(=O)Cn1nnc(-c2ccc(F)cc2)n1)c1ccccc1F (centres undefined)
 : -10, -14, 4, 3, -1, -5, 0.1, 2, -3, 8
CCN1C(=O)[C@H]2[C@@H](c3ccc(-c4ccc(C(C)=O)cc4)c(OC)c3)N[C@@](Cc3ccccc3)(C(=O)OC)[C@H]2C1=O
 : 1, 0, -3, 2, -3, -1, 0.0, 1, 3, 0
Cc1nnc(NC(=O)CCS(=O)(=O)c2ccccc2)s1
 : -2, -6, -1, -3, -1, -3, -0.1, -1, -2, 0
Cc1nnc(SCC(=O)N2CCCCC2)s1
 : -1, -5, 2, -5, 1, 2, 1.0, -1, -4, -2
CCOC(=O)CN1CC23C=CC(O2)C(C(=O)Nc2ccc(F)c(C)c2)C3C1=O (centres undefined)
 : 2, 1, 1, 2, -1, 5, -0.4, -1, 0, 2
CN(C)S(=O)(=O)N1CCN(c2ccccc2)CC1
 : 6, 4, 1, -6, 0, 0, 0.1, -2, -13, 2
CC1CCCCC1NC(=O)c1cc2ccccc2o1 (centres undefined)
 : 1, 7, 1, -11, -1, -7, -0.1, 0, -7, 4
COc1cc([N+](=O)[O-])c2nc(C=NNC(N)=S)ccc2c1
 : 0, -2, -3, 4, -1, -2, -0.1, 2, -9, -2
Cc1sc2ncn(CC(=O)NCCN(C)C)c(=O)c2c1S(=O)(=O)N1CCC(C)CC1
 : 3, -4, -2, 1, 1, -7, 0.6, -1, -5, 0
CCCCC(C(=O)O)C(C)CC(=O)Nc1nncs1 (centres undefined)
 : -2, -1, 0, -5, 0, -1, 1.0, -3, 6, -2
CC#CCN1c2ccccc2[C@]23C[C@@H](C(=O)OC)N(C(C)=O)C2=NC(C(=O)OC)=C(C(=O)OC)[C@H]13
 : 5, -1, -5, -1, 2, -7, -0.1, 0, 7, -6
Cc1ccc(Oc2ccc(N)cc2)cc1
 : 4, 7, -1, -3, 0, -4, 0.0, 1, -1, -3
COc1cnn(-c2cc(Oc3ccc(C)cc3)ncn2)c(=O)c1Cl
 : 3, 6, -1, 1, -1, -6, -1.1, 1, -5, 1

Results follow in this order: SIAE inh, TDP2 inh, UHRF1 MBD2 ctr, DDE Tn7 FP inh, LEDGF integ inh, Tn6 DDE FP, proKLK7 act, PRMT1 FP inh, TCR CD3 inh, MBD2 inh
CCn1c(COc2ccccc2)nnc1SCC(=O)Nc1cc(C)ccc1OC
 : -4, -9, 2, 1, -2, -1, -0.2, -2, 1, 4
COc1cccc(CNCC(=O)NC(=O)NC2CCCC2)c1
 : 3, 5, 2, -5, 2, -1, -0.4, 2, 2, 1
Cc1ccc(CCNC(=O)CCS(=O)(=O)c2ccc(Br)cc2)cc1
 : 3, 8, 24*, -7, 4, -4, -1.1, -2, 3, 8
COc1ccc2c(c1)C(C1C(=O)CCCC1=O)c1ccccc1O2 (centres undefined)
 : 6, 5, 2, 1, -4, -8, 0.0, 0, 0, 1
COc1ccc(CNC(=O)COc2ccc(OC)cc2)cc1
 : 1, -1, 2, 0, 5, -4, 0.1, 0, -7, 1
COc1ccc(OCC(=O)NNC(=O)c2ccc3c(=O)n4c(nc3c2)CCC4)cc1
 : 3, 13, -1, 2, -3, -10, 0.4, 2, -1, 5
N#C/C(C(=O)N1CCCCC1)=C1/N=C(N)c2ccccc21
 : -3, 1, 7, -2, 0, -3, 0.8, -1, -1, -3
CCN1CCc2c(sc(NC(=O)C3CCCCC3)c2C(=O)OC)C1
 : 9, 4, 2, 6, -2, -8, -0.2, -1, -11, -5
Cc1ccc(S(=O)(=O)NC(=O)N2CCCN(Cc3ccc(F)cc3)CC2)cc1
 : -2, 3, 0, 0, 2, 14, -1.0, -4, 3, -4
CN(CCOc1ccc(Cl)cc1)C(=O)c1ccc2c(=O)n3c(nc2c1)CCC3
 : 1, -4, 3, 0, -5, 3, -0.3, 1, -7, 3
O=C(Nc1ccccc1)N(CCc1ccncc1)C1CCCCC1
 : -1, -6, 6, -4, -4, -18, 0.4, 0, -5, -1

Two consecutive entries out of the list so far:
Results follow in this order: SIAE inh, TDP2 inh, UHRF1 MBD2 ctr, DDE Tn7 FP inh, LEDGF integ inh, Tn6 DDE FP, proKLK7 act, PRMT1 FP inh, TCR CD3 inh, MBD2 inh
CCn1c(COc2ccccc2)nnc1SCC(=O)Nc1cc(C)ccc1OC
 : -4, -9, 2, 1, -2, -1, -0.2, -2, 1, 4
COc1cccc(CNCC(=O)NC(=O)NC2CCCC2)c1
 : 3, 5, 2, -5, 2, -1, -0.4, 2, 2, 1

Screening results (PubChem BioAssay)
